# Source: PubChem BioAssay
# B2AR arrestin: qHTS assay of beta-arrestin-biased ligands of beta2-adrenergic receptor; Beta-2 adrenergic receptor (Homo sapiens), P07550; beta-arrestin recruitment to beta2AR, cell-based reporter; Potency, µM (titrated, usually from 46.1 µM), for inactives: at the highest dose activation, most hits filed as activators; actives 0.02% (n = 330,000);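 also: potency is read from the fitted curve at half-maximal effect; 0% = DMSO controls and full agonism = EC100 isoproterenol or metaproterenol; nearly all actives have a fitted effect of over 65% in size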
# Target sequence (P07550 whole entry, looked up): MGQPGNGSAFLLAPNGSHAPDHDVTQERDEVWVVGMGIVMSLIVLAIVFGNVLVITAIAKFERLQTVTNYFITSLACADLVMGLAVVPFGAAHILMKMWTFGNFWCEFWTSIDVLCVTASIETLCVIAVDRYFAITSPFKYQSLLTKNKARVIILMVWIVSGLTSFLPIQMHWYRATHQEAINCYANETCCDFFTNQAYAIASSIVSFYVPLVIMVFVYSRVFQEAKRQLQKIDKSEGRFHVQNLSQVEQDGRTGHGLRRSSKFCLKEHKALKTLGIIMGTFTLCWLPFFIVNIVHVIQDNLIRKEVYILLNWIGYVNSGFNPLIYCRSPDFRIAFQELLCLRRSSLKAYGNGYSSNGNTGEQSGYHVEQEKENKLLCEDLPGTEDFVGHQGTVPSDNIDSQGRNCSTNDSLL
# GALK inhibitor: qHTS Assay for Inhibitors of Human Galactokinase (GALK); Purified GALK, Kinase-Glo residual ATP luminescence; Potency, µM (titrated, usually from 57.5 µM), for the others: at the top dose activity change, negative = inhibition, hits mostly inhibitors; actives 0.007% (n = 270,000); also: potency is read from the fitted curve at half-maximal effect
#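 GALK at 5 nM final was combined with compound, 35 uM ATP and 100 uM galactose in HEPES pH8.0 with MgCl2 and DTT. The reaction ran one hour at room temperature before luminescent ATP detection.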
# Chronic BCR inh: qHTS Assay to Find Inhibitors of Chronic Active B-Cell Receptor Signaling; ABC-DLBCL IkBa-CBG/CBR reporter, luminescence ratio, 4 h; Potency, µM (highest dose often 46.1 µM), without a hit: at the top dose ratio change, negative = lower green/red ratio, actives largely listed as inhibitors; actives 0.05% (n = 340,000); AID 493014, 2011; active = well fitted inhibition curve with a large enough effect in the signal ratio, with a control signal flat, not every such curve was filed as active; inconclusive = small, poorly fitted or top-dose-only effect, or effect the other way, or a change in a side signal; the % refers to the signal ratio;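 also: potency is read from the fitted curve at half-maximal effect; plate controls were basal doxycycline-induced cells for no effect and cells given 10 µM MG132 for full effect; MG132 reads +100%, hits lower the ratio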
#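 TMD8 ABC-DLBCL cells carrying doxycycline-inducible green luciferase fused to IkappaBalpha plus unfused red luciferase were exposed to compounds (up to 46 uM) for 4 hrs at 37C. Activity came from the overlap-corrected green/red luminescence ratio.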
# USP2a block: qHTS Assay for Inhibitors of Ubiquitin-specific Protease USP2a Using CHOP2 as the Reporter; Ubiquitin carboxyl-terminal hydrolase 2 (Homo sapiens), O75604; USP2 core, Ub-CHOP2 coupled fluorogenic reporter, 485/531; Potency, µM (series often up to 38.3 µM), inactives show at the highest dose activity change, negative = inhibition, hits mostly inhibitors; actives 0.01% (n = 330,000);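 also: potency is read from the fitted curve at half-maximal effect; plate controls were DMSO wells for no effect and full inhibition by NEM control for full effect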
#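 Deubiquitinase activity read as fluorescence (485/531 nm) after Ub-CHOP2 cleavage activates the enterokinase reporter on its substrate; USP2 core 10nM, Ub-CHOP2 and substrate 25nM each, 30min compound preincubation then 60min RT; data normalized to NEM, curves fitted.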
# Giardia killer: Small Molecules that selectively kill Giardia lamblia: qHTS; actives 0.15% (n = 340,000); activity change, % at 7.66 µM, hits read low; Giardia lamblia trophozoite viability; in the data active = activity change below about -80%; inconclusive = between about -30% and that limit;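 also: parasites exposed to compound for two days anaerobically before the ATP read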
#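 Killing of trophozoites was scored by loss of ATP luminescence after a 48 hrs anaerobic exposure to compounds at 37 deg C, using 100 cells per well.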
# KCNH2 3.1 inh: qHTS for Inhibitors of KCHN2 3.1: Mutant qHTS; Potassium voltage-gated channel subfamily H member 2, brain isoform KCNH2 3.1 (human); U2OS KCNH2 3.1, thallium flux FluxOr; hits give low values; activity change, % (tested at about 1.8 µM); actives 0.95% (n = 340,000); AID 720553, 2013;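 active = maximum activity change below -70%; inconclusive = maximum activity change from -70% to -50%; inactive = maximum activity change above -50%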;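 also: thallium influx rate constant from kinetic fluorescence after stimulation buffer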
#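 Thallium flux read-out: FluxOr dye with Red40 quencher in HBSS/HEPES, 45 min at RT. Rate constants from kinetic reads were normalized to positive and negative DMSO controls. Cells: U2OS virally expressing the 3.1 isoform.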
# Coupling enz: qHTS Assay for Inhibitors of Fructose-1,6-bisphosphate Aldolase from Giardia Lamblia: Coupling assay counterscreen; activity change, negative = inhibition, % at 58.2 µM, hits read low; actives 0.67% (n = 290,000); coupling enzyme system counterscreen, AmpLite Red fluorescence; in the data active = activity change below about -30%
#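 Fluorescence at 525 nm excitation and 598 nm emission measured inhibition of the coupled detection system without aldolase. Compounds (at 57.5 uM final) were preincubated 10 min at room temperature with coupling enzyme reagent before a 20 min substrate/AmpLite Red step.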
# uPA surface inh: qHTS for Inhibitors of Cell Surface uPA Generation. cell surface uPA generation assay, qHTS. Potency, µM (titrated, usually from 38.3 µM), inactives show top-dose activity change, negative = inhibition, usual class: inhibitors. actives 0.31% (n = 330,000). AID 540303, 2011; active = well fitted inhibition curve with a large enough effect; inconclusive = small, poorly fitted or top-dose-only effect; inactive = no such curve, though single readings can be large or run the other way; tested in mouse RAW 264.7 cells; also: potency is read from the fitted curve at half-maximal effect; nearly all actives have a fitted effect of over 55% in size
# Eya2 inh: qHTS Assay for Inhibitors of the Phosphatase Activity of Eya2; Protein phosphatase EYA2 (Homo sapiens), O00167; recombinant Eya2, OMFP fluorescence dephosphorylation (OMFP is methylfluorescein phosphate); Potency, µM (highest dose often 76.9 µM), inactives show top-dose activity, negative = inhibition, usual class: inhibitors; actives 0.006% (n = 330,000); AID 488837, 2010; also: potency is read from the fitted curve at half-maximal effect
# Target sequence (O00167 whole entry, looked up): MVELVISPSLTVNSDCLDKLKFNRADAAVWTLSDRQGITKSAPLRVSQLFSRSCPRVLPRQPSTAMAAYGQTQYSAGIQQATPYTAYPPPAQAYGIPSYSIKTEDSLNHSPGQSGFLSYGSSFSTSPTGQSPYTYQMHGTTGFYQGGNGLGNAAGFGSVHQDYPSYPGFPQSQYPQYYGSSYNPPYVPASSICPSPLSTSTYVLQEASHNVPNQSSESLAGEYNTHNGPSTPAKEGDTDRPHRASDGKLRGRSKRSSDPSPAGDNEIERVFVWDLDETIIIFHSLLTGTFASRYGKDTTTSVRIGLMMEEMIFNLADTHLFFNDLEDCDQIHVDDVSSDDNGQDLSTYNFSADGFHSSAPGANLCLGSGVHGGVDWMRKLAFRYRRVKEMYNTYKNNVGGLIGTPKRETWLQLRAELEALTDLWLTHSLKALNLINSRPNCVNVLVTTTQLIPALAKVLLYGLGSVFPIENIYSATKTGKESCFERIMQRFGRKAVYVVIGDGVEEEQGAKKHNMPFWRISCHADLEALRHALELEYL
#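 Eya2 (0.2 uM) preincubated 10 min at ambient with compound, then OMFP substrate added at 50 uM; 10 min reaction in 50 mM HEPES pH 7.5, 50 mM NaCl, 5 uM MgCl2, 0.05% BSA, 1 mM DTT. Fluorescence read at Ex 485/Em 525 nm.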
# hERG WT inh: qHTS for Inhibitors of KCHN2 3.1: Wildtype qHTS; Voltage-gated inwardly rectifying potassium channel KCNH2 (Homo sapiens), Q12809; U2OS, BacMam KCNH2, thallium flux FluxOr; hits give low values; activity change, % at 1.84 µM; actives 0.37% (n = 340,000); AID 720551, 2013;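 active = maximum activity change below -70%; inconclusive = maximum activity change between -70% and -50%; inactive = maximum activity change above -50%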
#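 U2OS cells were transduced with wild-type KCNH2 virus (2.03 x 10^8 / mL) for 4 h at room temperature, then cultured overnight at 37 C. Thallium flux was read with FluxOr dye. Rate constants were normalized to DMSO controls.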
# PKM2 act: qHTS Assay for Activators of Human Muscle isoform 2 Pyruvate Kinase; actives 0.34% (n = 260,000); Pyruvate kinase PKM (Homo sapiens), P14618; Potency, µM (highest dose often 57.5 µM), for inactives: at the top dose activation, actives largely listed as activators; purified PKM2, Kinase-Glo ATP luminescence, activation; response scale: 0% is enzyme alone, no compound; also: potency is read from the fitted curve at half-maximal effect; nearly all actives have a fitted effect of over 55% in size
#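 hPK-M2, >95% pure; 0.1 mM ADP / 0.5 mM PEP final; imidazole pH7.2 buffer w/ 7 mM MgCl2, 50 mM KCl; 1 h RT; Kinase-Glo lum. Intermediate enzyme activity for dual inhibitor/activator qHTS.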
# An asterisk follows results filed as active; ? = inconclusive; . = no result given; [ ] = remark or other dose. Unless noted, calls follow the shape of the dose curve; as a rule, active = well fitted curve in the direction sought with a large enough effect; inconclusive = small, poorly fitted or top-dose-only effect, or another doubt; inactive = no such curve, though single readings can be large; an effect the other way counts as inactive or inconclusive. Unless noted, % is scaled to controls: 0 for no effect and ±100 for the full control effect.
SMILES,B2AR arrestin,GALK inhibitor,Chronic BCR inh,USP2a block,Giardia killer,KCNH2 3.1 inh,Coupling enz,uPA surface inh,Eya2 inh,hERG WT inh,PKM2 act
O=C(Nn1cnnc1)c1ccc(F)c(S(=O)(=O)N2CCCCC2)c1,0.2%,8%,8%,0%,7,18,4,-1%,-19%,2,18%
CCOc1ccc(NC(=S)NC(=O)/C=C/c2ccc(Br)cc2)c([N+](=O)[O-])c1,0.0%,-2%,2%,2%,-4,10,1,1%,8%,0,1%
Cc1ccc2sc(N(CCCN(C)C)C(=O)CN3C(=O)c4ccccc4C3=O)nc2c1C,0.0%,9%,?,2%,-15,-8,-1,2%,8%,-11,-1%
Fc1ccc(OCCn2cnc(Cl)c2Cl)cc1,0.2%,5%,0%,1%,2,3,0,3%,-1%,-6,8%
Cc1ccc(-c2nn(C)c(=O)c3ccccc23)cc1CNC(=O)NC1CCCCC1,-0.4%,1%,8%,-1%,0,-166*,-6,-3%,?,-142*,-2%
C=CCSc1nnc2c(n1)OC(C)=Nc1ccc(Br)cc1-2,0.3%,2%,0%,-1%,-3,0,2,5%,0%,-13,-3%
COc1cc(OC)cc(-c2cc3ccc(OC)cc3cn2)c1,-0.2%,.,?,4%,?,4,.,3.5µM*,6%,8,.
O=C(NC1CCCc2c1cnn2-c1cc(F)cc(F)c1)c1ccncc1 (configuration not stated),0.0%,-5%,-6%,0%,12,-3,.,0%,-23%,0,.
CC(=O)C(CC(=O)N1CCCc2ccccc21)C(=O)Nc1ccc(F)cc1 (configuration not stated),-0.2%,1%,?,-2%,-11,2,5,1%,2%,5,2%
COc1ccc(-c2csc(NC(=O)Cc3ccccc3)n2)cc1OC,-0.2%,-3%,1%,0%,6,34,-8,-4%,-8%,-11,.
Fc1ccc(N2CCN(c3nc(CN4CCOCC4)nc4scc(-c5ccccc5)c34)CC2)cc1,0.1%,1%,-1%,-3%,-13,-6,1,?,?,12,4%
Cc1ccc(S(=O)(=O)N2CCN(c3ncnc4scc(-c5ccccc5)c34)CC2)cc1,0.5%,.,2%,4%,-1,-32,.,8%,1%,-12,.
Cc1ccc(SC(C)C(=O)NCc2ccncc2)cc1 (configuration not stated),0.2%,5%,0%,1%,-19,-2,1,-2%,-6%,1,-2%
CC(Oc1ccc(Br)cc1)C(=O)Nc1ccc(S(=O)(=O)N(C)C2CCN(C)CC2)cc1 (configuration not stated),0.0%,.,-17%,4%,-16,-15,.,-12%,20%,42,.
CCCC(=O)Nc1cc2c3c(c1)CCN3C(=O)CC2,0.0%,8%,10%,0%,-2,-7,3,-4%,-20%,-4,.

# Looked up above:
# For uPA surface inh, Cc1ccc(SC(C)C(=O)NCc2ccncc2)cc1 (configuration not stated) is listed with -2%
# For Eya2 inh, COc1cc(OC)cc(-c2cc3ccc(OC)cc3cn2)c1 is listed with 6%

# Further entries follow:
SMILES,B2AR arrestin,GALK inhibitor,Chronic BCR inh,USP2a block,Giardia killer,KCNH2 3.1 inh,Coupling enz,uPA surface inh,Eya2 inh,hERG WT inh,PKM2 act
COc1ccc(/C(C)=N/NC(=O)CNC(=O)c2cccs2)cc1,0.1%,-4%,?,0%,6,-8,-1,17%,2%,.,-3%
Cc1ccc(S(=O)(=O)CCC(=O)N2CCN(c3ccccc3F)CC2)cc1,-0.9%,-2%,0%,1%,-15,1,1,2%,5%,3,-8%
COc1cccc(C(=O)c2c(C)c(CCC#N)n3ccccc23)c1,-0.6%,0%,-8%,2%,-10,-10,3,-2%,-13%,-14,2%
COC(=O)c1ccccc1NC(=O)CNc1ccc(F)c(S(=O)(=O)N2CCOCC2)c1,0.4%,.,0%,4%,-9,7,.,7%,-17%,-9,.
O=C(O)c1ccc(/C=N/NC(=O)c2ccc(F)cc2)cc1,-0.6%,4%,?,0%,-20,4,2,-2%,1%,-6,-4%
Cc1ccc(SC[C@H](C)CN2CC[C@H](C)CCC2=O)cc1,0.5%,.,22%,-4%,13,-6,-1,0%,-26%,-15,-1%
Cc1ccc(NC(=O)C(c2ccc(Cl)cc2)N2CCCCC2)cc1 (configuration not stated),0.2%,2%,-2%,-1%,-1,-11,1,5%,0%,0,-7%
CCCCN(CC)C(=O)c1ccc(-c2ccccc2)cc1,0.2%,2%,1%,2%,-6,-15,4,1%,-4%,-2,-2%
CCOC(=O)c1cc(-c2ccccc2)n(CC(=O)NC(C)(C)C)c1C,-0.4%,2%,1%,1%,0,-10,-1,10%,-10%,-3,2%
O=C(NC1CCS(=O)(=O)C1)c1ccc(N2CCCCC2)c([N+](=O)[O-])c1 (configuration not stated),0.0%,-2%,0%,0%,?,.,.,-1%,8%,8,-1%
Cn1c(=O)c2cc3c(nc2n(C)c1=O)CC(c1ccccc1)CC3=O (configuration not stated),-1.0%,-2%,?,2%,8,11,0,5%,9%,-9,-1%
O=C(NCCc1c[nH]c2ccccc12)c1ccc([N+](=O)[O-])cc1,0.2%,.,3%,3%,-8,19,2,-2%,0%,4,-7%
CCOc1ccc(S(=O)(=O)N2CCOCC2)cc1NC(=O)CSCc1c(C)noc1C,-0.1%,.,?,0%,24,21,.,-1%,3%,-1,.
O=C(Nc1ncc2c(n1)-c1ccccc1OC2)c1ccccc1Cl,-0.2%,-1%,?,1%,8,5,-9,-3%,15%,9,-1%
Cc1ccc(CC(=O)NCc2cccnc2)cc1,0.0%,1%,2%,0%,.,.,2,.,-15%,.,1%
COc1cccc(NC(=O)Cc2nnc(SCC(=O)NC(C)c3ccccc3)n2C)c1 (configuration not stated),0.3%,2%,0%,0%,-16,12,3,4%,-18%,5,0%
Cc1c(C(=O)OCC(=O)NC(=O)NC2CCCCC2)cccc1[N+](=O)[O-],-1.1%,.,6%,2%,3,-7,.,0%,-12%,-3,.
O=C(O)/C=C/C(=O)Nc1cc(F)ccc1F,0.1%,-1%,-1%,1%,-16,4,4,0%,5%,-9,0%
COc1ccc(NC(=O)CCN2CCN(S(=O)(=O)c3ccc(Br)cc3)CC2)cc1,0.1%,-4%,5%,2%,-5,-8,.,-13%,1%,-8,.
CC(NC(=O)/C(C#N)=C1\N=C(NC(=O)c2cccs2)c2ccccc21)c1ccccc1 (configuration not stated),-0.6%,0%,1%,2%,-10,14,7,-1%,6%,-11,-1%
CC1(c2ccccc2)NC(=O)N(CC(=O)NCc2cccc(Cl)c2)C1=O (configuration not stated),0.5%,1%,3%,-1%,34[activator],3,-1,-12%,-2%,19,2%
Cc1cc(NC(=O)CSc2nc3c(c(=O)n2Cc2ccccc2)SC(C)C3)no1 (configuration not stated),0.0%,2%,-2%,-1%,-19,-17,0,-3%,-12%,0,?
Cc1ccc(SCc2cc(=O)[nH]c(N3CCN(C)CC3)n2)cc1,0.2%,0%,13%,3%,9,-11,0,0%,17%,-6,-12%
CC(Sc1nnc(C2CC2)n1Cc1ccccc1)C(=O)N1CCNC1=O (configuration not stated),-0.1%,.,4%,3%,2,-36,.,-2%,-13%,0,.
O=C(/C=C/c1ccc2ccccc2c1)c1ccoc1,-0.3%,1%,6%,3%,8,10,1,3%,9%,4,1%
CC1CN(S(=O)(=O)c2ccc(-c3nc4ccccc4s3)cc2)CC(C)O1 (configuration not stated),0.1%,3%,8%,-6%,5,4,2,10%,18%,3,0%
CN(C(=O)c1cc(-n2cnnc2)ccc1Cl)c1ccccc1,-0.5%,1%,2%,2%,-10,-4,1,-4%,-11%,2,1%
CC(=O)c1ccc(OCC(=O)N2CCN(S(=O)(=O)c3ccc(Br)s3)CC2)cc1,-1.6%,.,5%,-1%,-5,0,.,-1%,5%,-3,.
CCCC(=O)Nc1nc2c(c(=O)[nH]1)CCCC2,0.2%,-3%,?,3%,-23,18,1,4%,9%,-14,5%
CC(C)(C)C(O)CN1CCCC1 (configuration not stated),-0.3%,-1%,-5%,2%,38[activator],26,1,2%,-4%,-3,1%
O=C(c1ccco1)N1CCN(C(=O)c2cc(-c3ccccc3F)no2)CC1,-0.3%,-3%,?,1%,-21,36,.,-23%,-4%,6,.
